Bioassay records deposited in PubChem BioAssay by several laboratories.
BioA inh: BioA (M. tuberculosis) enzyme inhibition; purified M. tuberculosis BioA enzyme, plate reader; inhibition, % at 9.99 µM; 360,000 compounds, 0.096% hits; in the data active means inhibition above about 40%
VHR inh abs: blocks human VHR1 dual specificity phosphatase. 290,000 compounds, 0.52% hits. inhibition, % at 13.3 µM. recombinant VHR phosphatase, pNPP absorbance; in the data active means inhibition above about 50%; further: some compounds called inactive have numbers as strong as hits
Target sequence (P51452 whole entry, looked up): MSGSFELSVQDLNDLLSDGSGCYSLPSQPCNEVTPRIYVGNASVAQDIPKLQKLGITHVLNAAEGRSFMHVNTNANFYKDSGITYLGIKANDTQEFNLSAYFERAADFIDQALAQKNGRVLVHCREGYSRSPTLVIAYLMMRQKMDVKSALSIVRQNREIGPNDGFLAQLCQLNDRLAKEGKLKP
GDH-TPI inh: GDH-TPI coupled enzyme inhibition counter-screen. GDH-TPI coupled enzyme counterscreen, NADH absorbance. AID 588335. 360,000 compounds, 1.2% hits. inhibition, % at 4.8 µM; in the data active means inhibition above about 30%;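 further: 0% = DMSO wells and 100% = wells lacking the enzyme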
MazEF act: activators of E. coli MazEF toxin-antitoxin RNase; FAM/BHQ RNA-DNA oligo cleavage fluorescence, 5 h; activation, % at 20 µM; 350,000 compounds, 0.32% hits; in the data active means activation above about 50%
Target sequence (P0AE70 whole entry, looked up): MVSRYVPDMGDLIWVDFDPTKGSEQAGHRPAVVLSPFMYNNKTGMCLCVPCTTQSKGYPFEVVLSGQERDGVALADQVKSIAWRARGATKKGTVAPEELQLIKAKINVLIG
PriA SSB inh: K. pneumoniae PriA-SSBct interaction inhibition; AlphaScreen SSBct-PriA binding, biotinylated peptide; inhibition, % at 33 µM; 430,000 compounds, 0.6% hits; AID 1272365; in the data active means inhibition mostly above about 37%, no sharp cut-off; inactive means mostly below about 20%;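 further: plate controls were negative control peptide for no effect and reference peptide for full effect; strong numbers were not always called active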
Mtb UGM inh: Mtb UDP-galactopyranose mutase inhibition. purified UGM, fluorescence polarization probe displacement. inhibition, % at 10 µM. 320,000 compounds, 0.06% hits. AID 504406; in the data active means inhibition above about 10%, passing the limit was not always enough
Target sequence (P9WIQ1 whole entry, looked up): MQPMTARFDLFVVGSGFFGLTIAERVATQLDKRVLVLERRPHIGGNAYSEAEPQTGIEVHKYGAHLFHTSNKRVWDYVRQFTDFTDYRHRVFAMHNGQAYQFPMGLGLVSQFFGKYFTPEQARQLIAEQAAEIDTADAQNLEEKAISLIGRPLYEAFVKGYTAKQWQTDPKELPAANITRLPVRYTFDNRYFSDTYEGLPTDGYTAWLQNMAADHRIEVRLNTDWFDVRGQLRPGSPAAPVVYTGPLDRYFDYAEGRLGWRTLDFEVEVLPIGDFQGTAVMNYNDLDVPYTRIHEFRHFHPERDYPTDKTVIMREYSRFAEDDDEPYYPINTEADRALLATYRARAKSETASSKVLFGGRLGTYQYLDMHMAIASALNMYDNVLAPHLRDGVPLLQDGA
Mtb FBA inh: Mtb fructose-bisphosphate aldolase inhibition; inhibition, % at 1 µM; P9WQA3; 360,000 compounds, 2.3% hits; purified M. tuberculosis FBA, fluorescence read-out; in the data active means inhibition above about 27%;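 further: 0% = vehicle and 100% = reference inhibitor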
Target sequence (P9WQA3 whole entry, looked up): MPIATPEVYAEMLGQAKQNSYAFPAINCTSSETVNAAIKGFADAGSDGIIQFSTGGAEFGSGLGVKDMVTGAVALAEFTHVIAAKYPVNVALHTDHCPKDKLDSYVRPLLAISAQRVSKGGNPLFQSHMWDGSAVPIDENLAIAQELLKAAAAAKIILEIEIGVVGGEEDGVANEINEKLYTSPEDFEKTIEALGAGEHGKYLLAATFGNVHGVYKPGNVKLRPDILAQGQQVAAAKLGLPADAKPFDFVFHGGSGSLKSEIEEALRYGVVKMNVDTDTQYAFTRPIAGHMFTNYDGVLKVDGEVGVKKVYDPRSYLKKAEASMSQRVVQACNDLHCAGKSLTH
Rv3671c inh: inhibits the M. tuberculosis serine protease Rv3671c; AID 2606; inhibition, % at 5.96 µM; P9WHR9; 320,000 compounds, 0.048% hits; in the data active means inhibition above about 38%;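 further: extracellular domain of Rv3671c used as enzyme; 0% = enzyme with DMSO and 100% = no enzyme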
SARS 3CLpro inh: SARS-CoV 3CLpro protease inhibition; P0C6X7; recombinant SARS-CoV 3CLpro, quenched FRET peptide cleavage; inhibition, % at 6 µM; 290,000 compounds, 0.14% hits; AID 1706; in the data active means inhibition above about 12%
Vc quorum ag: quorum light induction in luxS cqsA deficient V. cholerae. AID 588436. activation, % at 18.7 µM. V. cholerae BH1578 lux reporter, luminescence, 6 h. 350,000 compounds, 0.16% hits; in the data active means activation mostly above about 9.7%, no sharp cut-off; further: not every result past the cut was called active; inactives centre near 0; reference of the scale not given here
An asterisk follows results filed as active; i = inactive; . = not tested or not shown; & = joins results of further samples.

SMILES	BioA inh	VHR inh abs	GDH-TPI inh	MazEF act	PriA SSB inh	Mtb UGM inh	Mtb FBA inh	Rv3671c inh	SARS 3CLpro inh	Vc quorum ag
O=C(NCCCNC1CCCCC1)c1ccc(/C=N/O)nc1	-0.7	-9	8	5	.	0.1	0	5	-5	7.1
CCOc1ccc(NC2=CC(=O)C(=O)c3ccccc32)cc1	.	.	8	8	0	.	-4	.	.	-2.9
Cc1ccccc1C(=O)Nc1c(C(=O)N2CCCC2)cnn1-c1ccccc1	2.1	6	-6	-4	-2	-2.0	-4	2	-4	-6.2
CCC(c1n[nH]c(=S)n1-c1ccccc1)N(C)C (configuration not stated)	.	28	-1	0	-21	-2.5	-2	5	-6	-3.6
COCCNC(=O)Cn1ncc2ccsc2c1=O	-0.9	27	-3	-3	-5	-1.1	0	2	0	-0.6
CCCCc1nnc(NC(=O)CSc2nc(C)cc(=O)[nH]2)s1	0.9	24	-4	-5	-6	.	2	2	3	-0.2
CC(C)c1ccc(OCc2ccc(C(=O)N(C)C)o2)cc1	2.6	0	13	-5	7	2.2	2	8	4	-6.7
CCOc1ccc(S(=O)(=O)N2CCC(C(=O)NCc3ccncc3)CC2)cc1	-0.7	4	0	15	-13	-0.5	-2	1	-4	i
COC(=O)c1sccc1NS(=O)(=O)c1ccccc1	-1.7	-5	-1	0	-10	4.4	-1	-2	-5	i
Cc1[nH]n(-c2ccc([N+](=O)[O-])cc2)c(=O)c1/C=N/N1CCOCC1	.	1	23	9	.	2.9	-1	0	5	-0.6
O=C(C1=C[C@@H](C2CC2)C[C@@H](OCCCCO)O1)N1CCN(Cc2ccc3c(c2)OCO3)CC1	-5.4&0.3	7	-4	4	-15	2.1	2	-1	-6	i
COc1ccc([C@@H]2CC=C(C(=O)O)[C@H](c3ccccc3F)N2S(=O)(=O)c2ccc(C)cc2)cc1OC	0.6	.	5	4	2	-1.7	2	6	.	0.0
CCNC(=S)N1CCN(Cc2ccc3c(c2)OCO3)CC1	.	11	-2	1	2	-0.4	6	-5	1	0.4
CCCCCCCCc1nc(SC(C)C(=O)O)n[nH]1 (configuration not stated)	.	11	6	-3	-4	1.3	-3	-4	7	i
COc1ccc(-c2nnn(CC(=O)N(Cc3cccs3)C(C)C(=O)NC3CCCC3)n2)cc1OC (configuration not stated)	-1.2	26	3	-67	0	1.9	0	-7	3	-0.4
O=C(NC1CCN(C(=O)N2c3ccccc3Sc3ccccc32)CC1)c1ccccc1Cl	-2.0	31	8	-17	4	-1.4	3	4	4	-0.5
O=C(CSc1nnc(-c2ccc(Cl)cc2)n1Cc1ccco1)Nc1ccc2c(c1)OCCO2	7.0	-2	8	1	8	0.0	0	0	4	-0.4
CC(Sc1nc2ccccc2c(=O)[nH]1)C(=O)O (configuration not stated)	-0.8	-17	-10	0	4	0.7	8	-7	-3	1.4
CC(C)OC(=O)C(C#N)c1nc2ccccc2nc1N1CCCC1 (configuration not stated)	-3.2	0	12	1	-20	3.7	5	0	3	-0.6
Cc1cc(NC(=O)CN2CCN(c3cccc(Cl)c3)CC2)no1	.	5	-6	6	-3	-2.5	-5	0	2	i
Nc1nc(N2CCN(c3ccc(F)cc3)CC2)n[nH]1	.	-3	3	-5	-10	-0.3	0	2	2	-0.4
CCOc1ccc(C2C(C#N)=C(N)Oc3cc(C)n(CCN(C)C)c(=O)c32)cc1OCC (configuration not stated)	-1.1	2	10	6	-9	0.7	2	-17	-3	i
Cc1cc(O)ccc1N=Cc1c(C(F)(F)F)[nH][nH]c1=O	.	8	2	-2	7	5.1	-3	99*	-1	-0.3
CN(CC(O)Cn1cnc2c1c(=O)n(C)c(=O)n2C)c1ccccc1 (configuration not stated)	.	30	-5	5	4	-3.1	-5	16	0	-0.2
CN(NC(=O)C(C)(C)C)c1nc(-c2ccccc2)nnc1C(F)(F)F	-2.5	-29	0	-1	-12	-0.5	-13	3	2	i
CCOC(=O)c1c(NC(C)=O)sc2c(OC)c(Br)ccc12	-3.6	-2	16	-16	-10	0.6	3	2	-2	i
CCN(C(=O)c1cc(Cl)ccc1Cl)C1CCS(=O)(=O)C1 (configuration not stated)	0.5	.	2	8	-8	0.9	-1	1	.	i
CC(C)(C)c1csc(NNC(=O)c2ccc(Cl)cc2)n1	-1.1	20	4	7	4	0.9	1	5	3	i
CCC(C)C(NC(=O)C(CC(C)C)NC(=O)C(CO)NC(=O)C1CCC(=O)N1)C(=O)OC (configuration not stated)	.	0	-4	2	-6	-4.4	0	6	-5	-0.3
Cn1cc([C@@H]2C[C@H]3CN(Cc4cccc(Cl)c4)C(=O)[C@]34CCCN24)c2ccccc21	.	8	-10	-20	7	-0.7	-6	-78	2	.
COc1ccc(F)cc1S(=O)(=O)N1CCc2ccccc2C1	-0.9	.	7	1	.	.	4	.	.	0.4
CCOC(=O)C1CCCN(C(=O)CCCn2nnnc2CN2CCC(C)CC2)C1 (configuration not stated)	-1.4	-31	13	-19	15	4.0	1	-11	-1	i
CCOC(=O)C1=NNC(C(=O)c2ccc(Cl)cc2)C1c1ccc(OC)cc1 (configuration not stated)	.	37	4	-3	7	-1.8	-1	-4	1	1.4
COc1ccc(/C=N/n2c(-c3cc(C)[nH]n3)n[nH]c2=S)cc1OC	-1.9	5	0	-2	.	2.1	2	9	2	-0.4
CC1CCN(S(=O)(=O)c2cc(Br)cc(C(=O)NC3=NCCS3)c2)CC1	2.0	8	-7	-1	-1	-2.4	-7	-16	4	i
COc1ccc(C(=O)NC2CC2)cc1OC1CCN(Cc2ccc(SC)cc2)CC1	0.9	18	-12	2	-8	1.5	1	-6	-7	-0.2
CNC(=O)c1ccccc1S(=O)(=O)c1ccccc1C#N	-2.3	3	-2	9	-6	0.4	-2	-2	-3	i
Cc1ccc(S(=O)(=O)N/N=C2/CCCCC2C2CCCCC2)cc1[N+](=O)[O-] (configuration not stated)	.	0	7	1	.	-2.7	0	4	5	-0.4
NC(=O)NC(CC(=O)NCCCc1ccccc1)c1ccc(Cl)cc1 (configuration not stated)	1.4	12	6	-5	-1	7.1	-2	-6	0	-0.4
COc1ccccc1NC(=O)Nc1ccc(C)cn1	-3.7	15	16	6	-13	-0.3	4	.	-2	-0.6
CC1CC(C)CN(CCCNC(=O)c2ccc3c(c2)N(Cc2ccccc2)C(=O)c2ccccc2S3=O)C1 (configuration not stated)	1.0	-13	7	13	-7	-2.2	0	-2	1	i
COC(=O)c1sccc1Oc1c(Cl)cccc1[N+](=O)[O-]	.	17	1	9	11	-2.5	-1	4	3	-0.2
CCOc1ccc2nc(NC(=O)CC3Oc4ccccc4NC3=O)sc2c1 (configuration not stated)	-2.1	21	18	-13	-5	-1.8	2	-3	4	i
COCc1cccc(-c2csc(C(O)c3ccccc3)n2)c1 (configuration not stated)	0.6	.	10	.	.	.	0	.	.	-1.3
COc1ccccc1OCC(O)CN1CCN(CC(=O)Nc2c(C)cccc2C)CC1 (configuration not stated)	-0.8&-1.3	.	-4&-1	-1&3	-7	-0.4&-0.5	2&4	4&-4	.	-0.4
O=C1NC2(CCCCC2)C(=O)N1c1ccc(Cl)cc1	-1.3	5	-9	5	-8	-2.5	-2	-4	3	-0.4
Cc1ccc(C2=[N+]([O-])C3(CCCCC3=O)N(O)C2(C)C)cc1 (configuration not stated)	-0.7	6	10	-2	2	3.7	1	2	-7	i
CSc1nc2ccc(NC(=O)c3ccccn3)cc2s1	-4.9	14	7	2	-14	1.5	-4	-10	-3	-0.3

Three structures from above, ordered by molar mass, high to low:
SMILES	BioA inh	VHR inh abs	GDH-TPI inh	MazEF act	PriA SSB inh	Mtb UGM inh	Mtb FBA inh	Rv3671c inh	SARS 3CLpro inh	Vc quorum ag
COC(=O)c1sccc1Oc1c(Cl)cccc1[N+](=O)[O-]	.	17	1	9	11	-2.5	-1	4	3	-0.2
CSc1nc2ccc(NC(=O)c3ccccn3)cc2s1	-4.9	14	7	2	-14	1.5	-4	-10	-3	-0.3
COc1ccccc1NC(=O)Nc1ccc(C)cn1	-3.7	15	16	6	-13	-0.3	4	.	-2	-0.6

Other records follow:
SMILES	BioA inh	VHR inh abs	GDH-TPI inh	MazEF act	PriA SSB inh	Mtb UGM inh	Mtb FBA inh	Rv3671c inh	SARS 3CLpro inh	Vc quorum ag
O=C(CCN=C1NS(=O)(=O)c2ccccc21)OCc1c(F)c(F)c(F)c(F)c1F	-0.6	.	-4	1	-5	.	2	.	.	0.3
Cc1noc(C)c1C(=O)N1CCN(c2cccc(Cl)c2)CC1	2.8	3	3	2	-12	-3.2	1	12	1	-0.4
Cc1cccn2c(CNCC3(c4ccccc4)CCCC3)c(C(=O)N3CCOCC3)nc12	.	3	-1	-15	0	1.7	9	4	3	3.5
Cc1nn2c(-c3cccc(NC(=O)CN4CCOCC4)c3)nnc2c2ccccc12	.	.	.	10	-1	0.1	.	2	2	.
O=C(NCc1ccccc1CN1CCCC1)c1cccc(S(=O)(=O)Nc2ccc(F)cc2)c1	1.3	.	3	-2	-6	1.1	-1	-3	.	-0.3
CSc1nc2nc(C)cc(-c3ccccc3)n2n1	-1.9	17	9	5	-24	6.5	25	-2	1	5.3
Cc1cccc(N2CC(C(=O)Nc3nnc(SCCC4OCCO4)s3)CC2=O)c1 (configuration not stated)	-0.5	6	0	4	-7	-1.6	-2	-9	-2	i
Cc1cc(C)cc(C(=O)NC(CC(N)=O)c2ccc(NCCN3CCOCC3)c([N+](=O)[O-])c2)c1 (configuration not stated)	-2.5	13	10	4	-3	2.5	3	2	-2	-2.1
COc1ccc(OC)c(CN2CCC(CO)(CCOc3ccccc3)CC2)c1	1.9	22	-1	-2	5	1.1	4	6	2	i
N#CCSc1nnc(C2CCCCC2)n1-c1ccccc1	.	18	13	7	-18	1.5	0	1	0	10
O=C(O)COc1ccccc1/C=N/NC(=O)COc1ccc(-c2ccccc2)cc1	-0.3	13	9	-4	i	-4.5	2	8	2	-0.6
O=[N+]([O-])c1ccc2nc(-c3ccc(Cl)cc3)[nH]c2c1	.	0	21	15	11	-2.4	4	-5	1	-0.2
COC(=O)/C=C/C(=O)N1CCN(c2cccc(Cl)c2)CC1	.	-1	.	.	.	0.0	.	2	3	.
CCn1c(CNc2ccc(Cl)cc2)nnc1SCC(=O)NCc1ccccc1	22	22	5	-4	16	2.3	-4	3	-2	-0.3
Cc1ccc(NC(=O)NC(=O)CN2C(=O)NC3(CCCCCCC3)C2=O)c(C)c1	0.7	2	0	-9	-9	0.5	3	-8	3	i
O=c1[nH]c(=O)n(C2CCCCC2)c(O)c1C=NCCCn1ccnc1	0.5	13	11	-11	3	2.1	2	-2	-1	.
O=[N+]([O-])c1ccc(S(=O)(=O)N2CCN(C3CCN(Cc4ccccc4)CC3)CC2)cc1	-0.3	18	-10	4	3	2.2	0	4	-3	-0.2
O=C(O)C1Oc2cc3ccccc3cc2O1	7.6	6	0	1	-1	-1.2	0	-2	-5	-0.8
COc1ccc(C)cc1NS(=O)(=O)c1ccc(-c2cnc(C3CC3)o2)cc1	1.3	2	0	1	-13	2.3	0	-14	-2	-0.2
Cc1cccc(NC(=O)C(=O)C2C(=O)Nc3ccccc32)c1 (configuration not stated)	0.7	31	1	8	-3	-2.0	2	2	0	i
OC1C=CSc2nc3ccccc3n21 (configuration not stated)	-1.8	14	0	0	1	3.4	-2	2	-2	i

Single records (already shown). Order of values: BioA inh | VHR inh abs | GDH-TPI inh | MazEF act | PriA SSB inh | Mtb UGM inh | Mtb FBA inh | Rv3671c inh | SARS 3CLpro inh | Vc quorum ag
`O=C(O)C1Oc2cc3ccccc3cc2O1` reads 7.6 | 6 | 0 | 1 | -1 | -1.2 | 0 | -2 | -5 | -0.8
`CCn1c(CNc2ccc(Cl)cc2)nnc1SCC(=O)NCc1ccccc1` reads 22 | 22 | 5 | -4 | 16 | 2.3 | -4 | 3 | -2 | -0.3
`Cc1ccc(NC(=O)NC(=O)CN2C(=O)NC3(CCCCCCC3)C2=O)c(C)c1` reads 0.7 | 2 | 0 | -9 | -9 | 0.5 | 3 | -8 | 3 | i
`COc1ccc(C)cc1NS(=O)(=O)c1ccc(-c2cnc(C3CC3)o2)cc1` reads 1.3 | 2 | 0 | 1 | -13 | 2.3 | 0 | -14 | -2 | -0.2
`OC1C=CSc2nc3ccccc3n21` (configuration not stated) reads -1.8 | 14 | 0 | 0 | 1 | 3.4 | -2 | 2 | -2 | i

Some of the compounds tested, so the mix of outcomes need not match the whole.
